TNAP inh hiacc – inhibitors of human TNAP at high phosphate acceptor concentration. P05186. purified TNAP, CDP-star luminescence, 1 M DEA. inhibition, % at 20 µM. 0.03% of 200,000 active. AID 1135;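 active means over 50% inhibition of tissue-nonspecific alkaline phosphatase at 20 µM in the single-dose screen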;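 further: plate controls were DMSO wells for no effect and EDTA-quenched wells as full inhibition for full effect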
Hsp70 act – transcriptional activators of Hsp70; HeLa Hsp70 promoter luciferase reporter, luminescence; scaled: vehicle 0, proteasome-inhibitor control 100%; activation, % at 10 µM; 0.04% of 200,000 active; AID 1203;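 active means activation above the mean across all tested compounds plus 3 SD, cutoff set per campaign, cut at about 5.5% in these data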;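 further: 100% = MG132 at 30 µM as the positive control and 0% = DMSO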
PMI act satM6P – increases human PMI activity with near-saturating mannose 6-phosphate. P34949. coupled PMI enzyme assay, resazurin fluorescence, 20 min; active compounds read high; 1 = untreated enzyme, 0 = substrate-free blank. activation factor at 20 µM. 0.34% of 190,000 active. AID 1216;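 active means activation factor of 2 or more at 20 µM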
Target sequence (P34949 whole entry, looked up): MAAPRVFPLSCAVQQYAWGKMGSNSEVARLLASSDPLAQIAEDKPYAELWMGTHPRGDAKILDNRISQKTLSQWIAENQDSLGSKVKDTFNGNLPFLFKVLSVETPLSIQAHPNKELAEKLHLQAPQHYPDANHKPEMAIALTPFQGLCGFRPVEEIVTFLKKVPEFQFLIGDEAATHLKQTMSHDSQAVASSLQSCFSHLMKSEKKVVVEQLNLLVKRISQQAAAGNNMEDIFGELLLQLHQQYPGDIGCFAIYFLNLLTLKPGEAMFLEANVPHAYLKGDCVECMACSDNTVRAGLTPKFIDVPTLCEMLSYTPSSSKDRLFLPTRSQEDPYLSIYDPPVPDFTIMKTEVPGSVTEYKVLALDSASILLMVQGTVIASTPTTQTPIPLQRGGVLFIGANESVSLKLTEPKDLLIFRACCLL
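Material: human phosphomannose isomerase with PGI, G6PDH, diaphorase coupling enzymes; amount: PMI at 15 ng/mL final; also added: Mannose-6-phosphate 1.0 mM (near-saturating) plus 0.22 mM NADP+; incubation: enzyme reaction with compound 20 min at room temperature; signal: resorufin fluorescence (Ex 544/Em 590 nm) from resazurin via diaphorase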
S1P3 antagonist – S1P3 (human) receptor antagonism; 0.27% of 170,000 active; CHO S1P3 NFAT-BLA reporter, FRET fluorescence, antagonist mode; inhibition, % at 4.98 µM; Q99500;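 active means inhibition above the plate cutoff, the mean inhibition of test wells on that plate plus 3 SD, cut at about 28% in these data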;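 further: cells challenged with S1P at its EC80 of 0.8 µM; blue over green emission ratio from cleaved BLA substrate after 4 h stimulation; 0% = S1P-stimulated wells and 100% = unstimulated DMSO-only wells; some compounds past the cut are filed as inactive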
Target sequence (Q99500 whole entry, looked up): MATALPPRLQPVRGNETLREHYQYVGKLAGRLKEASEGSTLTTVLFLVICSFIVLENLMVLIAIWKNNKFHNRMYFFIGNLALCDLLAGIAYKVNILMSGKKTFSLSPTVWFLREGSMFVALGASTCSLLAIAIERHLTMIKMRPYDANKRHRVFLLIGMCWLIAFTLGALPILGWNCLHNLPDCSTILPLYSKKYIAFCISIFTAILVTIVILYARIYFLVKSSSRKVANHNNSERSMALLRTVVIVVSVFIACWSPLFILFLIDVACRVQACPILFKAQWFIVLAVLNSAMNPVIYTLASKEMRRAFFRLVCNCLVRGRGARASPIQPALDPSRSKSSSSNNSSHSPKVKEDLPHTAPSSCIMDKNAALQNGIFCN
RAM network inh – inhibitors of the yeast RAM network. S. cerevisiae dse1pr::URA3 reporter, 5-FOA growth OD615, 2 d; analog-sensitive cbk1-as2 kinase mutant strain. inhibition, % at 50 µM. 1.8% of 190,000 active. AID 868;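 active means inhibition above a set limit, 3 SD over mean compound inhibition, cut at about 8.4% in these data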;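 further: 0% = DMSO-only wells with no growth and 100% = 10 µM 1-NA-PP1 full growth; inhibition rescues growth on 5-FOA so higher OD means more RAM inhibition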
HMGR II inh – E. faecalis class II HMG-CoA reductase inhibition | 0.41% of 190,000 active | AID 1066 | purified E. faecalis HMGR, NADPH absorbance 340 nm kinetic | inhibition, % at 10 µM;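 active means inhibition above a set limit, the median over all tested compounds plus 3 SD, cut at about 9.5% in these data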;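 further: enzyme runs in reverse so mevalonate oxidation gives rising NADPH absorbance; 0% = complete reaction with DMSO and 100% = background rate lacking mevalonate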
DTT redox prof – compounds producing H2O2 with reducing agent – biochemical, NIH compound library profiling, artefact control for MLSCN library redox annotation, primary screen; 0.03% of 200,000 active; DTT-dependent redox cycling H2O2, phenol red/HRP absorbance; 100% = 100 µM peroxide control, 0% = buffer; AID 878; activation, % at 10 µM;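 active means activation of at least 50% relative to the plate's high and low controls in the primary single-dose screen; inactive means activation below 50%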;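 further: compound incubated with DTT at 0.8 mM final as the reducing agent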
L major viab – inhibitors of Leishmania major promastigote growth; Leishmania major promastigotes, resazurin fluorescence viability; 9% of 200,000 active; inhibition, % at 10 µM; in the data active means inhibition above about 50%;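 further: promastigotes grown with compound for 44 hours at 28 °C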
TNAP inh no acc – blocks human TNAP activity with no phosphate acceptor present | P05186 | AID 1012 | purified TNAP, CDP-star luminescence, 30 min | 0.26% of 200,000 active | inhibition, % at 20 µM;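 active means tissue-nonspecific alkaline phosphatase inhibition above about 50% at 20 µM in the single-dose screen, limit read from the data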;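 further: 0% = DMSO negative control and 100% = EDTA positive control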
PMI act – activators of human phosphomannose isomerase; purified human PMI, coupled resazurin fluorescence, 20 min; active compounds read high; 1 = vehicle control, 0 substrate-free wells; activation factor at 20 µM; 0.005% of 190,000 active;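 active means activation factor of 2 or more at 20 µM, relative to plate controls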
The depositor's hits bear a star; · = not tested or not shown.

SMILES	TNAP inh hiacc	Hsp70 act	PMI act satM6P	S1P3 antagonist	RAM network inh	HMGR II inh	DTT redox prof	L major viab	TNAP inh no acc	PMI act
CS(=O)(=O)c1ccccc1-c1nc(-c2cccc(Cl)c2)no1	-7	-0.3	0.9	11	1.4	-3	-0.5	7	-12	0.9
CCOC(=O)CSc1nnc(-c2ccc(OC)cc2OC)o1	-3	0.0	1	8	-0.3	-5	-0.2	3	-9	1
COC(=O)C(Cc1ccc(OC(=O)c2ccccc2Cl)cc1)N1Cc2ccccc2C1=O (centres undefined)	0	0.2	0.9	·	7.0	-1	2.2	0	-4	0.9
COc1cccc(-c2nc(N3CC(C)CC(C)C3)c3ccccc3n2)c1O (centres undefined)	-6	-0.3	0.9	·	0.3	-2	-2.8	12	-7	0.9
O=C(Nc1nnc(SCc2ccccc2)s1)c1cccs1	-3	0.2	1.1	-14	2.1	-2	0.9	3	-9	1
CN(Cc1ccccc1)C(=O)COC(=O)c1cc(NS(=O)(=O)c2cccs2)ccc1O	-4	-0.3	0.9	-13	6.4	1	-0.3	6	-11	0.9
O=C(Nc1ccccc1)C12CC3CC(C1)CC(n1cnc([N+](=O)[O-])n1)(C3)C2	-6	0.3	1	·	0.0	7	-7.1	72*	-13	1
Cc1nc2ccccn2c1C(=O)NC1CCCc2ccccc21 (centres undefined)	-2	-0.2	0.9	12	0.4	-2	-0.4	-2	-1	0.9
OCC1(Cc2ccccc2)CCN(Cc2cc3ccccc3o2)CC1	-6	-0.4	0.9	19	1.2	-2	-1.0	84*	-11	0.9
COc1ccc(CCNC(=O)C2CCN(C(=O)c3ccc([N+](=O)[O-])cc3)CC2)cc1	-6	-0.2	0.9	-15	2.8	-2	-0.9	4	-14	0.9
c1ccc(-c2csc(N3CCCCCC3)n2)cc1	-2	0.1	1	7	2.7	3	2.6	-2	-18	0.9
COc1ccccc1N1CCN(C(=O)/C=C/c2ccc3c(c2)OCO3)CC1	-5	-0.2	0.9	·	1.6	0	-4.7	-10	-9	0.9
Cc1ccc2c(n1)sc1c(-c3ccc(Br)cc3)c(C#N)c(N)nc12	-3	-0.3	1.1	·	1.4	2	2.2	3	16	1
CN(C)c1ccc(C(=S)N2CCNCC2)cc1	0	-0.2	0.9	1	1.2	0	-0.1	46	-7	1
COc1ccc(-c2nc(SCC(=O)Nc3cc(C)on3)n[nH]2)cc1	2	-0.5	1	·	3.2	-2	0.0	4	70*	1
CCOC(=O)N1CCN(S(=O)(=O)c2ccc(OCC)c3ccccc23)CC1	-3	1.4	0.9	10	7.3	-1	-1.4	12	-4	0.9
Cc1cccc(-n2c(O)c(C=Nc3ccc4c(c3)OCO4)c3ccccc3c2=O)n1	-2	-0.3	0.7	·	-0.2	1	-2.1	-2	-7	0.8
Cc1ccc(CN2C(=O)CCC2C(=O)NCCCN2CCCC(C)C2)cc1 (centres undefined)	-3	0.1	0.9	7	0.9	-6	1.8	-2	-11	0.9
CCn1cc(C(=O)NCc2ccco2)c(=O)c2cc(S(=O)(=O)N3CC(C)CC(C)C3)ccc21 (centres undefined)	0	-0.3	0.9	22	4.5	2	1.2	45	6	0.9
Cc1sc2ncnc(OCC(=O)NC(C)C(C)C)c2c1C (centres undefined)	-3	0.3	0.9	-8	1.1	2	-1.4	0	-4	1
CC(C)CCN(CCC(C)C)C/C(O)=C(\C#N)c1nc(-c2ccccc2)cs1	-2	1.1	1.1	·	1.3	-4	0.2	-3	-5	1.1
O=C(O)COc1ccc2c3c(c(=O)oc2c1)CCC3	0	-0.1	0.9	·	1.9	2	-4.9	-5	-3	0.9
COCC(C)N=C1NN=C(c2c[nH]c3ccccc23)CS1 (centres undefined)	-5	0.9	0.9	7	1.8	1	-0.5	-1	-11	0.9
O=[N+]([O-])c1cc(S(=O)(=O)N2CCCC2)ccc1N/N=C/c1cccnc1	9	0.1	1.1	-23	0.4	-4	0.0	60*	32	1
Cc1cc(N(CCO)CCO)nc(-n2nc(C)cc2C)n1	-5	0.1	1	·	0.2	-3	1.8	-8	-11	1
CCN(CC)C(=O)CN(c1cc2c(cc1OC)oc1ccccc12)S(=O)(=O)c1ccccc1	-5	-0.2	1	·	0.9	-4	2.0	12	0	0.9
CCc1cc(=O)oc2cc(C)c(CN3CCCCC3)c(O)c12	-5	-0.4	0.6	·	-0.8	-3	0.3	4	-9	0.9
COc1ccc(NC(=S)Nc2ccc3snnc3c2)cc1	-6	0.0	0.5	-9	2.2	0	0.5	54*	1	0.8
CC(C)(C)c1[nH]nc2c1C(c1ccoc1)C(C#N)=C(N)O2 (centres undefined)	5	-0.5	0.9	·	-0.7	-4	0.0	6	4	0.9
COc1cccc(NC(=O)c2csc3c2CCCC3)c1	-3	0.3	0.8	15	1.6	-1	0.2	15	-7	0.8
CCCC(=O)Nc1nc2ccc(S(N)(=O)=O)cc2s1	-2	-0.1	0.8	-9	1.3	-6	-0.8	-8	-5	0.8
O=[N+]([O-])c1ccccc1NCCOc1ccccc1	10	0.0	0.8	-1	0.0	-2	0.1	-6	-3	1
CN1/C(=C/c2cc[n+](C)c3ccccc23)C=Cc2ccccc21	34	-0.3	0.4	0	0.0	-2	-0.9	101*	29	0.3
Cn1c(CCNC(=O)C2CCCCC2)nc2cc([N+](=O)[O-])ccc21	-1	-0.2	1	-12	0.9	0	-0.3	-2	-4	1.1
Nn1c(Cc2cccc3ccccc23)nnc1SCc1ccc(Cl)c(Cl)c1	-6	-0.3	0.9	-2	2.1	-5	0.1	12	-20	0.9
CCNC(=O)NNC(=O)C1CC(c2cccs2)=NO1 (centres undefined)	-6	-0.4	1	-22	-0.1	-2	-0.9	-8	-5	1
CCOc1cc(NC(=S)NCCc2ccccc2)c(OCC)cc1NC(C)=O	-2	-0.1	·	-1	4.2	-1	-0.2	-10	-4	·
CCc1ccc(N2C(=O)CN(Cc3ccc(OC)c(OC)c3)C2=S)cc1	-2	-0.4	0.9	14	3.1	-6	-0.1	5	-13	0.9
O=C(N/N=C/c1cc2c(cc1Br)OCO2)c1c[nH]c2ccccc12	0	0.3	1	16	4.0	0	-0.5	80*	-3	0.9
Cc1ccsc1/C=N/NC(=O)Cc1cccn1C	2	0.1	1	-4	0.8	-4	0.5	-7	-6	1.1
COc1ccc(-n2cc3c(-c4cccc(Br)c4)nnc(C)c3n2)cc1	0	-0.2	0.9	11	11*	-1	-0.4	59*	-16	0.9
O=C(CCC(=O)Nc1ccccc1Cl)N/N=C/c1c[nH]c2ccccc12	-4	-0.3	0.9	-10	1.4	-3	-0.4	9	-17	0.9
CC1CCCN(C(=O)CSc2nnc(-c3ccc(S(=O)(=O)N4CCOCC4)cc3)n2C)C1 (centres undefined)	-5	-0.5	0.9	-21	0.0	-8	2.1	-9	-14	0.9
CC(C)Cn1c(NCCO)nc2ccccc21	-5	0.3	1	·	1.9	2	0.2	1	-17	1
CN1CCN(C(=O)c2ccc(N(Cc3ccc(Cl)cc3)S(C)(=O)=O)cc2)CC1	-3	-0.2	1	-5	0.4	-5	2.1	-6	-8	0.9
NS(=O)(=O)c1ccc(C(=O)O)cc1	-2	-0.1	1.1	-1	1.2	-1	0.2	-6	-10	1.1
CC(C)(C)c1ccc(-c2noc(CCC(=O)N3CCOCC3)n2)cc1	-6	-0.2	1.1	5	0.6	-1	-0.8	14	-12	1.1
O=C(Nc1cccc(Cl)c1)c1ccc(OC(=S)N2CCOCC2)cc1	2	-0.1	0.9	-18	4.6	1	-0.9	2	-8	0.9

Overlap with the part before: four compounds, followed by the next part.
SMILES	TNAP inh hiacc	Hsp70 act	PMI act satM6P	S1P3 antagonist	RAM network inh	HMGR II inh	DTT redox prof	L major viab	TNAP inh no acc	PMI act
CN1CCN(C(=O)c2ccc(N(Cc3ccc(Cl)cc3)S(C)(=O)=O)cc2)CC1	-3	-0.2	1	-5	0.4	-5	2.1	-6	-8	0.9
NS(=O)(=O)c1ccc(C(=O)O)cc1	-2	-0.1	1.1	-1	1.2	-1	0.2	-6	-10	1.1
CC(C)(C)c1ccc(-c2noc(CCC(=O)N3CCOCC3)n2)cc1	-6	-0.2	1.1	5	0.6	-1	-0.8	14	-12	1.1
O=C(Nc1cccc(Cl)c1)c1ccc(OC(=S)N2CCOCC2)cc1	2	-0.1	0.9	-18	4.6	1	-0.9	2	-8	0.9
CCC1=NN(C(=O)CCc2ccc3c(c2)OCO3)C(O)(C(F)(F)F)C1 (centres undefined)	-7	-0.5	0.9	-18	-0.1	3	-1.0	-4	-10	0.8
CCCCNCCOc1ccccc1-c1ccccc1	-3	-0.1	1.2	-4	0.1	2	0.0	97*	-8	1.2
Cc1cc(C)c2[nH]c(=O)c(C(c3nnnn3Cc3ccc4c(c3)OCO4)N3CCCC3)cc2c1 (centres undefined)	-7	0.4	1.5	-27	0.3	-1	-3.4	27	-9	1.4
Cc1cc(OCC(=O)Nn2cnnc2)ccc1Br	2	-0.4	0.9	·	2.0	-3	-1.7	-10	-8	1
CCN(CC)S(=O)(=O)c1ccc2c(c1)nc(CCC(=O)Nc1ccccc1Cc1ccccc1)n2CC	-1	-0.3	0.9	·	-0.7	0	0.0	86*	-5	0.9
Cn1cc(Br)c(C(=O)NN2C(=O)C3C4C=CC(C5CC45)C3C2=O)n1 (centres undefined)	-8	-0.1	1	-19	2.1	1	0.9	0	-11	0.9
CSc1nc2ccc(S(=O)(=O)N(C)C)cc2s1	0	0.0	1	·	1.2	-3	0.3	-2	4	1
Cc1cc(C)c2cc(CN(CCO)C(=O)Nc3ccc(F)cc3)c(=O)[nH]c2c1	-3	-0.4	0.9	6	2.3	-2	2.8	-2	-12	0.9
COc1ccc2[nH]c(=O)c(C(c3nnnn3CC3CCCO3)N3CCc4ccccc4C3)cc2c1 (centres undefined)	-11	-0.1	1.3	17	0.1	3	2.4	29	-15	1.4
c1ccc2c(c1)CCN(c1nc(CN3CCOCC3)nc3sc4c(c13)CCCC4)C2	-10	-0.3	1.1	0	-0.2	-4	0.7	19	-27	1.1
COc1ccc(CCNC(=O)c2cnn3c(C(F)F)cc(C)nc23)cc1OC	-9	-0.3	0.9	·	-0.8	-1	-2.9	-1	-18	0.9
CCOC(=O)C1CCCN(C(=O)c2cc3nc(-c4cccc(OC)c4)cc(C(F)(F)F)n3n2)C1 (centres undefined)	1	-0.1	0.9	11	0.4	-9	-0.6	26	-7	0.9
CCCCC(=O)NC(c1ccco1)c1c(O)ccc2ccccc12 (centres undefined)	-10	-0.3	0.7	·	-0.9	-1	0.1	67*	-14	0.6
CNC(=O)Nc1ccccc1C(=O)NCc1ccccc1	-9	-0.3	1	-29	1.3	1	0.5	-3	-10	1
O=C1C(C=NCc2cccnc2)=C(O)c2ccccc21	-5	-0.1	1	7	0.5	-4	-0.5	-3	-11	1
CC(SC#N)C(=O)C12CC3CC(CC(C3)C1)C2 (centres undefined)	7	0.1	1	-9	3.8	-2	-2.3	63*	4	1
